Shn3 3UTR inh: reduction of Shn3 3'UTR firefly luciferase signal, primary screen, Schnurri-3 inhibitor project, cell-based, Clone20 osteoblasts, set 2; hit rate 0.52% among 360,000; AID 588674, 2011; Clone20 osteoblast Shn3 3'UTR firefly luciferase, 24 h; inhibition, % at 12.5 µM;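 active = mean inhibition of at least 75% with every replicate also reaching 75%; inconclusive = mean inhibition at least 75% but some replicate below; inactive = mean inhibition below 75%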;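 also: 0% = median of neutral control wells and 100% = pilot-screen positive control compound; some compounds past the cut are filed as inactive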
KKLEB tox: cytotoxicity in KKLEB CF airway cells, primary screen, cytotoxicity control for CF NF-kB inhibitor project, cell-based, uHTS, fluorescence assay plates | KKLEB CF airway cells viability, ATPlite luminescence, overnight; stronger effect = lower value; cells stimulated with P. aeruginosa culture filtrate | activity change (cytotoxicity), % at 5 µM | hit rate 0.36% among 360,000 | AID 602141, 2011;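 active = corrected activity change at or below -50% at 5 µM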
iPSC survival up: enhancers of single-cell hiPSC survival, primary screen, ATPlite luminescence | 100% = ROCK inhibitor wells, 0% = DMSO | survival enhancement, % at 20 µM | hit rate 0.044% among 360,000 | AID 602274, 2012; in the data active = survival enhancement above about 18%;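 also: cells exposed to compounds for 16 hours before the ATP read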
Peg3 prom inh: Peg3 promoter-driven luciferase inhibitors, primary screen, cell-based, HeLa, luciferase luminescence; HeLa PEG-Prom luciferase reporter, overnight; inhibition, % at 20 µM; hit rate 1.7% among 360,000; AID 588405, 2011;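 active = inhibition of at least 50% at 20 µM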
NR2E3 ag-1: inhibitors of NR2E3-RetCOR corepressor binding, primary screen, NR2E3 agonist project, biochemical, TR-FRET, GST-NR2E3, biotin-RetCOR; inhibition of corepressor binding, % at 4.78 µM; hit rate 0.12% among 320,000; 1536-well; AID 2300, 2010; Photoreceptor-specific nuclear receptor (Homo sapiens), Q9Y5X4;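 active = percent inhibition above the cutoff of mean plus 3 SD of all tested compounds, set per screening campaign, cut at about 20% in these data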;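 also: 0% = DMSO wells and 100% = biotin wells as full block of FRET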
Target sequence (Q9Y5X4 whole entry, looked up): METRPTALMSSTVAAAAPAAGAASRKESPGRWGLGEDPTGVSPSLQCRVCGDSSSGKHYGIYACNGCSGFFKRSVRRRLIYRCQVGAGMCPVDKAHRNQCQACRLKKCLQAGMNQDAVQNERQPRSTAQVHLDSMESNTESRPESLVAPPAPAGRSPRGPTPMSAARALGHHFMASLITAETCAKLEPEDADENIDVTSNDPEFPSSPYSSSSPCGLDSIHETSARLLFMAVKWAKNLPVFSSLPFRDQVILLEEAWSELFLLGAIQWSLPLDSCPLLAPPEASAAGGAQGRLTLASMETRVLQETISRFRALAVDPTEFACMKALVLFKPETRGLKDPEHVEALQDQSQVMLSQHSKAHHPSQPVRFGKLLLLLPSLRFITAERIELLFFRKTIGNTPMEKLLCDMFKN
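Material – GST-tagged NR2E3 plus biotinylated RetCOR corepressor · Quantity – NR2E3 fusion 1.35 nM · Times – 5 h incubation at 4 °C · Medium – pH 7.5 Tris-based buffer · Technique – TR-FRET, Eu(K)-anti-GST donor, streptavidin-D2 acceptor, ex 340, em 617/671 nm · Benchmarks – high control biotin, low control 0.6% DMSO · Format – 1536-well plates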
MITF TRPM1 inh: inhibitors of MITF-dependent TRPM1 promoter reporter, primary screen, cell-based, SK-MEL-5, single point, luciferase; SK-MEL-5 TRPM1 promoter luciferase, 24 h; inhibition, % at 12.5 µM; hit rate 0.83% among 330,000; AID 488899, 2010;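 active = mean inhibition across replicates of 60% or more, whatever share of single replicates reaches that level; inconclusive = some that reach 60%, reason not given; inactive = mean inhibition across replicates below 60%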; also: values of inactives mirror those of a sister screen read the other way
C8 TRAIL sens: viability loss with TRAIL in NB7+C8 cells, primary screen, TRAIL sensitizer project, cell-based, ATPlite luminescence | inhibition (viability loss, TRAIL sensitization), % at 10 µM | hit rate 1% among 360,000;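 active = compounds causing at least 50% loss of cell viability in the single-dose screen, relative to plate controls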
HIF-2a inh: HIF-2a reporter inhibitors, primary screen, luminescence, 786-0 RCC cells; 786-0 RCC cells HIF-2a reporter, luciferase luminescence, overnight; inhibition, % at 18.8 µM; hit rate 0.72% among 360,000;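 active = inhibition of the luminescence signal of 40% or more relative to plate controls, in a single-dose primary screen at 18.75 µM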
CF NFkB inh: inhibitors of PAF-induced NF-kB signaling, primary screen, cell-based, GFP fluorescence, uHTS; hit rate 0.86% among 360,000; KKLEB NF-kB-GFP reporter, GFP fluorescence overnight; AID 588850, 2011; inhibition, % at 5 µM;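 active = at least 50% inhibition at 5 µM, scaled per plate between neutral and stimulator controls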;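 also: PAF is a Pseudomonas aeruginosa culture filtrate used as stimulus; plate controls were PAF-stimulated DMSO wells for no effect and unstimulated DMSO wells for full effect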
NR2E3 ag-2: NR2E3 agonists in two-hybrid cells, primary screen, cell-based, luminescence, CHO-S, Gal4-NCOR/VP16-NR2E3 | luciferase | inhibition of corepressor binding, % at 3.98 µM | hit rate 0.35% among 360,000 | AID 602229, 2012;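 active = inhibition above the mean of all tested compounds plus 3 SD, cut at about 70% in these data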;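 also: 0% = DMSO with NR2E3 transfected cells and 100% = cells lacking NR2E3 construct; higher means lower luciferase signal from less NR2E3 corepressor binding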
EBV LMP1 NFkB: EBV LMP1-driven NF-kappaB luciferase reporter inhibitors, primary screen, cell-based, luminescence, single point | inhibition, % at 12.5 µM | LMP1-induced NF-kappaB luciferase reporter cells | hit rate 0.69% among 350,000; in the data active = inhibition above about 41%; inconclusive = no clear call, values can overlap the other calls;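 also: 0% = neutral control wells and 100% = reference inhibitor control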
Numbers without * were called inactive; ? = inconclusive; nt = not tested or not shown. This is a subset (hit frequency here may not be typical).

No.	molecule	Shn3 3UTR inh	KKLEB tox	iPSC survival up	Peg3 prom inh	NR2E3 ag-1	MITF TRPM1 inh	C8 TRAIL sens	HIF-2a inh	CF NFkB inh	NR2E3 ag-2	EBV LMP1 NFkB
1	Nc1c(C(=O)N2CCCC2)sc2nc(-c3ccccc3)ccc12	-121	-4	-0.9	-365	-1	-106	13	-357	3	-124	-41
2	COc1cc(C(C)=O)ccc1Oc1ncnc2c1cnn2-c1ccccc1	13	8	-3.4	-3	-3	-1	9	-6	20	9	9
3	C[C@@H](C[C@@H](O)[C@H](O)C(C)(C)O)[C@@H]1CC[C@]2(C)C3=CC[C@H]4C(C)(C)C(=O)CC[C@]4(C)[C@H]3CC[C@@]12C	92*	-20	4.3	33	2	9	2	22	33	-3	6
4	CN(C)c1ccc(CNC(=O)c2ccc(CNc3c(N4CCCCC4)c(=O)c3=O)cc2)cc1	-12	-9	-3.0	12	-1	nt	-2	2	8	-15	5
5	O=C(CSc1ccc(-c2nc3ccccc3[nH]2)cn1)N1CCN(C(=O)c2ccco2)CC1	34	-13	0.5	8	2	-28	11	-56	-7	-6	-3
6	Cc1cnc(NC(=O)c2nn(C)cc2[N+](=O)[O-])s1	19	-3	-0.6	94*	nt	?	2	-24	16	-33	5
7	CN(C)S(=O)(=O)c1ccc(C(=O)OCC(=O)Nc2ccccc2OC(F)F)cc1	30	-9	-1.4	-2	-1	2	-11	3	-14	-5	4
8	CC(=O)c1ccc2c(c1)N(Cc1ccccc1Cl)C(=O)C(C)S2 (stereo unspecified)	11	-18	3.1	22	nt	nt	17	3	11	-3	nt
9	O=C(O)c1ccc(-c2noc(-c3cccc(F)c3)n2)cc1	-68	-12	-0.5	-212	-2	-56	17	-186	15	-99	-19
10	CC(Oc1ccccc1)C(=O)N1CCC2(CC1)Oc1ccc(F)cc1C(=O)C21CC(c2ccc(Cl)cc2)=NO1 (stereo unspecified)	17	-19	4.5	7	1	-22	-3	5	8	3	10
11	Cc1ccccc1C(=O)Nc1cccc(-c2ccc3nncn3n2)c1	6	1	-0.3	-13	5	5	-1	1	6	13	1
12	CCOc1ccc(-n2c(SC(C)C)nc3c(c2=O)SCC3)cc1	44	-1	-2.4	24	1	10	4	12	6	-10	1
13	NS(=O)(=O)c1ccc(CNC(=O)c2cccc(S(=O)(=O)N3CCc4ccccc43)c2)cc1	29	1	-1.0	23	1	14	-5	17	-6	-4	-1
14	COc1ccccc1Oc1ccc2c(c1)C(=O)N(c1ccc(Br)c3cccnc13)C2=O	-9	3	0.1	7	4	0	5	15	3	6	3
15	O=C(CSc1nc(Nc2ccccc2)nc(N2CCOCC2)n1)Nc1ccc2c(c1)OCCO2	-1	0	-1.1	15	8	-23	8	8	-5	2	-8
16	CC(C)Cn1c(C(C)C)nc([N+](=O)[O-])c1Sc1ccc(Cl)cn1	-20	-12	-1.3	18	-2	10	-15	16	27	-9	-1
17	CCn1c(=O)n(CC)c2cc(S(=O)(=O)Nc3ccccc3C)c(C)cc21	18	8	0.3	14	-1	2	0	4	-15	20	1
18	Cc1cccc(NC(=O)/C(C#N)=C\c2cn(CC(=O)O)c3ccccc23)c1	10	7	-0.2	-7	6	4	-9	10	0	-8	1
19	Cn1cc(S(=O)(=O)CC(=O)Nc2ccc3c(c2)OCCO3)c2ccccc21	-15	4	-1.2	-15	0	3	-7	-13	-6	-10	5
20	COC(=O)c1ccc(O)c(Sc2cc(C(=O)OC)ccc2O)c1	1	13	1.7	0	1	-12	2	-37	-2	-30	2
21	COC(=O)C1(C)NC(c2ccc(O)cc2)C2C(=O)N(c3ccc(C)cc3)C(=O)C21 (stereo unspecified)	-16	-2	0.5	-1	-3	3	-4	3	-4	-26	2
22	CCOC(=O)[C@H]1[C@H]2COc3ccc(Cl)cc3[C@@H]2N2C(=O)c3cc(C)ccc3NC(=O)[C@@]12C	3	-17	4.1	9	4	4	7	-4	10	-7	29
23	CS(=O)(=O)Nc1ccc2c(c1)[C@H]1C[C@H](CC(=O)NCc3cccc(F)c3)O[C@@H](CO)[C@H]1O2	0	8	-2.5	1	nt	nt	-17	9	12	-21	-11
24	Cc1ccc(N2C(=O)C3NN=C(C(=O)OCc4ccccc4)C3C2=O)c(C)c1 (stereo unspecified)	8	3	0.3	5	-22	2	-6	3	-5	23	0
25	O=C(O)c1ccc(CN2C(=O)CSC2=S)cc1	-13	4	-0.4	3	0	9	-6	16	8	-28	-2
26	CCC(C)Nc1nc(SC(C(C)=O)C(C)=O)nc(N(C)C)n1 (stereo unspecified)	-6	2	-2.3	-14	-2	2	-2	-6	-13	-21	-1
27	COc1cc(C#Cc2ccc3cc(CCCO)oc(=O)c3c2)cc(OC)c1	-15	-6	3.2	-305	2	-11	7	-397	44	1	0
28	CCOC(=O)C1=C(C)NC(=O)NC1c1ccc2c(c1)OCCO2 (stereo unspecified)	3	8	-1.6	0	-2	-8	-2	12	-13	-4	-11
29	CC(C)n1c(O)c(N=NC(=O)CNC(=O)c2cccnc2)c2ccccc21	2	0	0.1	9	-3	13	7	-2	-16	0	1
30	COc1cccc(C2=CC(=O)C[C@H](c3ccc(Cl)cc3)C2)c1OC	-14	-5	2.6	-16	6	-4	0	-28	21	-17	3
31	O=C(CC1CCCC1)N1CCCC(Nc2ccc(F)cc2)C1 (stereo unspecified)	-6	17	-0.3	10	0	-1	16	1	-18	-2	-10
32	CC(=O)Nc1ccc(C(=O)Nc2ccc(S(=O)(=O)Nc3nccc(C)n3)cc2)cc1	-1	10	0.8	8	2	16	-11	19	-8	5	-7
33	Brc1cccc(CNn2cnnc2)c1	-12	3	0.0	2	-1	-4	-10	11	-10	-9	1
34	Cc1nnc(NC(=O)CSc2nnc(CCNC(=O)c3ccccc3F)n2C)s1	-21	-14	0.6	-1	5	2	0	19	8	-16	-7
35	COc1ccc(-n2nc3c(c2NC(=O)c2ccc(N4C(=O)CCC4=O)cc2)CSC3)cc1	8	10	-0.2	8	0	6	-4	11	8	-1	0
36	O=C(Nc1ccc(F)c(Cl)c1)c1csc(COCCO)n1	-50	12	-0.5	-281	nt	nt	-1	-210	-10	-64	nt
37	CC(C)NC(=O)COC(=O)Cn1[nH]c(=O)c2ccccc2c1=O	5	-10	0.1	-27	5	-15	1	8	-2	1	3
38	CC(C)Nc1nnc(SCC(=O)NCc2ccc3c(c2)OCO3)s1	12	14	0.2	17	-1	14	-6	22	-10	5	-9
39	COc1ccc(C)cc1NC(=O)CNc1ccccc1CN(C)C1CCCCC1	12	-4	-0.5	38	-4	-23	3	15	6	-29	9
40	CN(C(=O)c1ccc(Br)cc1)C1CCS(=O)(=O)C1 (stereo unspecified)	11	-6	-0.3	0	4	-2	-6	9	13	-10	-3
41	Cc1cc(OC(=O)c2cc(Cl)ccc2Cl)c([N+](=O)[O-])c(=O)[nH]1	-10	10	0.2	0	-1	-3	-20	0	-7	-13	-12
42	CN1CCC(=NNC(=O)CN(c2cccc([N+](=O)[O-])c2)S(=O)(=O)c2ccccc2)CC1	-9	-5	0.0	-15	5	-4	-3	11	3	-13	-1
43	CN(CC(=O)Nc1ccc(Cl)c(C(F)(F)F)c1)C(=O)c1cccnc1Sc1ccccc1	1	-13	1.1	10	-2	1	-7	3	2	2	-1
44	N/C(=N\c1nc2c(c(=O)[nH]1)CCCC2)Nc1ccc(Oc2ccccc2)cc1	37	-10	2.6	23	4	0	2	12	-45	20	9
45	O=[N+]([O-])c1cc(C(F)(F)F)ccc1N1CCCNCC1	-3	-6	-0.4	-28	4	3	21	10	18	5	0
46	CCN1CCN(c2c(Cl)cccc2NC(=O)c2ccc3nsnc3c2)CC1	-4	1	0.0	-13	-2	-1	-4	-10	-15	-16	1
47	CC(C)CCN1CCN(Cc2ccc(C(F)(F)F)cc2)CC1CCO (stereo unspecified)	-15	-5	0.9	0	1	5	9	11	15	0	-6
48	S=c1[nH]c(-c2ccccc2)cs1	-17	12	-1.3	-28	-1	-22	1	-60	-13	-86	-19
49	CN(CC(=O)Nc1ccc(F)cc1)C(=O)COC(=O)c1ccccc1	-3	13	-0.3	-15	3	9	-16	13	4	4	-7
50	Clc1ccc(-c2cc3ccccc3nc2N2CCOCC2)cc1	6	-6	-0.7	19	-5	23	0	15	0	-10	-2
51	O=S(=O)(NCC(c1cccnc1)N1CCN(Cc2ccccc2)CC1)c1ccc(F)cc1 (stereo unspecified)	7	12	-0.4	8	1	-3	14	19	-10	8	0

Source: PubChem BioAssay (several laboratories)
